Assay outcomes as filed in PubChem BioAssay.
EPAC2 antagonist – blocks human EPAC2 exchange factor; Q8WZA2; EPAC2 GEF exchange of Rap1B-BODIPY-GDP, fluorescence; Potency, µM (highest dose often 114 µM), for the others: at the highest dose activity, negative = inhibition, usual class: inhibitors; hit rate 0.18% among 360,000; AID 720708; also: potency is read from the fitted curve at half-maximal effect; % is scaled to controls: 0 for no effect and ±100 for the full control effect; nearly all actives have a fitted effect of over 45% in size; many of its hits are not listed in these tables
Target sequence (Q8WZA2 whole entry, looked up): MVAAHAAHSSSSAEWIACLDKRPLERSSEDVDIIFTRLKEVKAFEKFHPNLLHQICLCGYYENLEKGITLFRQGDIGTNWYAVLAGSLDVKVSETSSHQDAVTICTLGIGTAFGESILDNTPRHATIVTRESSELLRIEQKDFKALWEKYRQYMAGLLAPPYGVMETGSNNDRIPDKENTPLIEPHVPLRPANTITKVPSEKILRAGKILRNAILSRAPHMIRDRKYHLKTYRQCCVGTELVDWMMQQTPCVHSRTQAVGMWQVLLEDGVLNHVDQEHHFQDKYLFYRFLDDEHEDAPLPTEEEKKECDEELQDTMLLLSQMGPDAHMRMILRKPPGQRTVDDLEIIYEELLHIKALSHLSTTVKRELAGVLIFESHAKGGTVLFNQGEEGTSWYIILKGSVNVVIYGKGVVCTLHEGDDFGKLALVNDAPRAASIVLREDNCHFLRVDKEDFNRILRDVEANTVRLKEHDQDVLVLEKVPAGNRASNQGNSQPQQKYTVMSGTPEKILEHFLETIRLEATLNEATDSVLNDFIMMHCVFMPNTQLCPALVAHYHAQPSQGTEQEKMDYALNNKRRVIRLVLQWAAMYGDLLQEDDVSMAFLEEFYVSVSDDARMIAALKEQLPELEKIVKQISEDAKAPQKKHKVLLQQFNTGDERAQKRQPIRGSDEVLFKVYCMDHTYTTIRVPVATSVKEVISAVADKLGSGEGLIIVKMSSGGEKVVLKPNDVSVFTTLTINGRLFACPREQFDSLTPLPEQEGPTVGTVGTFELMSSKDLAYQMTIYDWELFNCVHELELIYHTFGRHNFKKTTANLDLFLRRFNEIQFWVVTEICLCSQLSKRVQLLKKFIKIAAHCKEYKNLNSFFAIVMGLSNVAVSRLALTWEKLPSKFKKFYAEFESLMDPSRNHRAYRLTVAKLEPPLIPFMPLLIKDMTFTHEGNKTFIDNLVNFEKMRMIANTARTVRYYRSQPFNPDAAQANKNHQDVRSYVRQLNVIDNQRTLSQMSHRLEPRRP
D3 ag – activates the human D3 dopamine receptor; max activation, %; P35462; AID 652048; hit rate 0.58% among 410,000; D3R DiscoveRx beta-arrestin cells, luminescence, 90 min; in the data active = max activation above about 30%; also: 0% is about no effect; mostly tested at two doses, the higher about 12 µM
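Agonist mode: compounds and dopamine controls were applied to plated cells for 90 min at 37 degrees C after an overnight attachment at 1500 cells/well. Luminescent read-out followed 30 - 60 minutes at room temperature with DiscoveRx detection reagent.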
EPAC2 ag – activates human EPAC2 exchange factor; Potency, µM (series often up to 154 µM), inactives show at the top dose activation, most hits filed as activators; EPAC2 activation, biochemical qHTS; response scale: 100% = 6.5 mM cAMP response; hit rate 0.079% among 360,000; Q8WZA2; also: potency is read from the fitted curve at half-maximal effect; nearly all actives have a fitted effect of over 50% in size
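Each well held 100 nM EPAC2, 250 nM RAP1B-BODIPY-GDP and 50 uM GDP. Fluorescence, read at 5-min intervals to 30 min, was referenced to a 6.5 mM cAMP positive control.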
PTHR1 agonist – agonists of human PTHR1 parathyroid hormone receptor; HEK293 GP2 PTHR1 cells, GloSensor cAMP luminescence, 1 h; Q03431; hit rate 0.075% among 410,000; Potency, µM (titrated, usually from 115 µM), inactives show at the top dose activation, most hits filed as activators; also: potency is read from the fitted curve at half-maximal effect; nearly all actives have a fitted effect of over 55% in size; some results filed as inactive show a strong effect at the top dose; inactives centre near -15; many of its hits are not listed in these tables
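HEK-293-derived GP2 cells expressing PTHR1 and a GloSensor cAMP reporter, 3,000/well, plated overnight, given luciferin plus IBMX (each 0.5 mM as added) for 1 h at 37 °C, then compound for 1 h at 37 °C. Luminescence was read after 15 min at room temperature.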
Akt phos inh – inhibitors of Akt phosphorylation. Neuro2A IGF-stimulated pAkt S473 HTRF, 20 min; stronger effect = lower value. activity change, % for hits at 50 µM. hit rate 0.32% among 360,000. AID 651550; in the data active = activity change below about -80%; inconclusive = mostly about -51% to -80%; also: % is scaled to controls: 0 for no effect and ±100 for the full control effect
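Neuro2A cells in DMEM with 0.5% FBS, overnight at 37 deg C, given compound at single 50 µM final, then IGF (6 nM final) for 20 min at 37 deg C. Lysed; phospho-Akt Ser473 by HTRF after 24 h, 665/615 ratio.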
D3 antag – antagonists of human D3 dopamine receptor; max response, negative = inhibition, %; hit rate 2.5% among 360,000; AID 652054; D3R cells, DiscoveRx beta-arrestin luminescence, antagonist mode; stronger effect = lower value; P35462; in the data active = max response below about -50%; inconclusive = no clear call, values can overlap the other calls; also: % is scaled to controls: 0 for no effect and ±100 for the full control effect; mostly tested at two doses, the higher about 12 µM
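Cells plated overnight at 1500 cells/well, then exposed to library compounds with dopamine controls for 90 minutes at 37 degrees C. DiscoveRx reagent added for 30–60 minutes at room temperature; luminescence read, quantitative HTS format.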
CCT modulator – cytosolic chaperonin activity modulation; purified chaperonin ATPase assay, HTRF ADP detection, 30 min; activity change, % (no concentration beside the values), hits read low; hit rate 0.3% among 360,000; in the data active = activity change below about -30%; also: % is scaled to controls: 0 for no effect and ±100 for the full control effect
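TRiC at 40 or 20 nM final (batch-dependent) in 30 mM Tris pH 7.4, 100 mM KCl, 5 mM MgCl2, 1 mM DTT, with compound at single 76 uM and 10 uM ATP, 30 min at 37 deg C. ADP detected by HTRF Transcreener, 665/615 ratio.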
MmCpn inh – M. maripaludis TRiC chaperonin inhibition; hit rate 0.031% among 330,000; Potency, µM (series often up to 76.9 µM), for inactives: top-dose activity, negative = inhibition, actives largely listed as inhibitors; purified Mm-Cpn ATPase, ADP Transcreener TR-FRET; also: potency is read from the fitted curve at half-maximal effect; % is scaled to controls: 0 for no effect and ±100 for the full control effect; nearly all actives have a fitted effect of over 80% in size
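Inhibition of chaperonin ATP hydrolysis is measured as reduced ADP production, detected by competitive TR-FRET in which signal falls with ADP. Final enzyme 25 nM and ATP 10 uM, reacted 30 min at 37°C.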
* hit, by the source's call; i = inactive; ? = inconclusive; . = not tested or not shown; & = joins results of further samples; [ ] = another dose, or the depositor's remark. Unless noted, calls follow the shape of the dose curve; as a rule, active = well fitted curve in the direction sought with a large enough effect; inconclusive = small, poorly fitted or top-dose-only effect, or another doubt; inactive = no such curve, though single readings can be large; an effect the other way counts as inactive or inconclusive. A portion of the library. The share of hits here may be higher or lower than overall.

SMILES | EPAC2 antagonist | D3 ag | EPAC2 ag | PTHR1 agonist | Akt phos inh | D3 antag | CCT modulator | MmCpn inh
CSc1cccc(NC(=O)CN(C2CCCCC2)S(C)(=O)=O)c1 | 5% | -12 | -7% | i | i | -7 | -1.1 | -1%
COc1ccc(C(=O)NC(CCSC)C(=O)NC2CC2)cc1 (stereo not given) | 13% | 3 | -1% | -22% | i | 13 | 2.3 | 1%
COC(=O)CCC(=O)OC1(C)C(=O)C2=CN(C3CC3)C(c3ccc(OC)cc3)=CC2=C(Br)C1=O (stereo not given) | ? | 13 | 19% | 13% | i | -24 | -0.4 | .
COc1ccc2[nH]c(=O)c(CN(C(=O)c3cccnc3)c3cc(C)ccc3C)cc2c1 | -4% | -6 | -1% | i | i | 4 | -5.7 | 2%
COc1cc(-c2nc(S(=O)(=O)c3ccccc3)c(N3CCOCC3)o2)cc(OC)c1OC | -4% | 7 | 9% | i | i | 15 | -0.7 | 1%
CCN(C[C@H]1N[C@@](C)(C(=O)OC)[C@H]2C(=O)N(C)C(=O)[C@@H]12)C(=O)Nc1ccc(Cl)cc1 | 2% | 3 | 1% | i | i | 0 | 1.4 | 1%
CC(=O)NC1c2ccccc2C(=O)N1Cc1ccccc1 (stereo not given) | -1% | 0 | 2% | -20% | i | -9 | -0.3 | 0%
Cc1cccn2c(=O)c3cc(C(=O)NC4CCCCC4)sc3nc12 | -25% | -2 | 0% | ? | i | -12 | 1.4 | 0%
CCOC(=O)CN1CC23C=CC(O2)C(C(=O)Nc2ccc(OC)cc2OC)C3C1=O (stereo not given) | 4% | 5 | 5% | -15% | i | 8 | -0.7 | 1%
CN(CC(=O)Nc1sccc1C#N)S(=O)(=O)c1ccc(F)cc1 | -3% | 0 | 13% | -12% | i | -2 | -2.9 | 4%
CCNC(=O)C1CC(=O)N(CC)C(=Nc2cc(Cl)c(O)c(Cl)c2)S1 (stereo not given) | 0% | 2 | 1% | i | i | -11 | 0.6 | -5%
Cc1csc2nc(CN3CCN(CC(=O)N(C)C)CC3)cc(=O)n12 | 11% | 7 | -2% | -12% | i | 8 | 0.6 | 2%
O=C(NCCCn1ccnc1)C(=O)NCC1OCCCN1S(=O)(=O)c1ccccc1 (stereo not given) | 1% | -3 | 8% | -29% | i | 0 | -1.6 | 1%
COc1ccc(CCC(=O)NC2=NCCS2)cc1OC | 27% | -7 | 7% | -37% | i | 0 | 1.6 | 1%
Cc1ccccc1-c1nc(CN2CCCC(C(=O)NCCCN3CCOCC3)C2)c(C)o1 (stereo not given) | 5% | -4 | 3% | i | i | 11 | 0.5 | -3%
Cn1cc(CN2CCC(n3nccc3NC(=O)CCOc3ccccc3)CC2)cn1 | 2% | -5 | 5% | 5% | i | 12 | 1.0 | 2%
O=C(O)c1cnn(-c2ccccc2)c1C(F)(F)F | 5% | 3 | 2% | ? | i | 3 | -1.0 | -6%
COc1ccc(-n2nc([N+](=O)[O-])c(=NCc3ccc4c(c3)OCO4)n2O)cc1 | 2% | -2 | -1% | i | i | 12 | -2.0 | 0%
CCOC(=O)Cn1nnnc1C(CC)N(Cc1cccs1)Cc1cc2ccc(OC)cc2[nH]c1=O (stereo not given) | 0% | 4 | 3% | i | i | 18 | -25 | -3%
CC(C)=CCc1c2c(c(O)c3c(=O)c4c(oc13)-c1cc(O)c(O)cc1OC4C=C(C)C)C=CC(C)(C)O2 (stereo not given) | -2% | 3 | -1% | -92%[inhibitor] | i | 5 | 3.0 | .
O=C(NCCC1=CCCCC1)C1CCN(C(=O)c2ccc(Br)cc2)CC1 | 0% | -1 | -3% | -22% | i | -23 | 2.6 | 0%
CC(=O)c1cccc(NC(=O)COc2ccc(S(=O)(=O)N3CCCCC3)cc2)c1 | -5% | 3 | 16% | -12% | i | 3 | 0.7 | .
CNS(=O)(=O)c1ccc(NC(=O)c2cnn3c(C(F)F)cc(-c4ccccc4)nc23)cc1 | -8% | 4&2 | 5% | ? | i | 14 | 0.2 | -1%
CCN1CCN(C2=C(NS(=O)(=O)c3ccc(Br)cc3)C(=O)c3ccccc3C2=O)CC1 | -12% | -6 | 11% | -7% | i | -24 | 1.2 | -8%
COc1ccc(OC)c(Cc2nnc(CCC(=O)N3CCC(N4CCCCC4)CC3)o2)c1 | -8% | 5 | -1% | -21% | i | -26 | -1.2 | 0%
SMILES | EPAC2 antagonist | D3 ag | EPAC2 ag | PTHR1 agonist | Akt phos inh | D3 antag | CCT modulator | MmCpn inh
Cc1ccccc1Nc1c(-c2ccccn2)nc2c(C)cccn12 | -20% | -6 | 20% | -20% | i | -2 | -1.2 | 2%
O=C(CCN1C(=O)[C@@H]2Cc3ccccc3CN2C1=O)NCCc1ccccc1 | 1% | 6 | 8% | i | i | 14 | -0.1 | -6%
O=C1NC2(CCCC2)C(=O)N1Cc1cc(=O)n2ccsc2n1 | -1% | 8 | 8% | i | i | 5 | -3.1 | -1%
COc1cc(/C=N/NC(=O)CCOc2ccccc2C)cc(Br)c1O | -10% | 7 | 0% | -42%[inhibitor] | i | 8 | -7.8 | 0%
CC(C)Oc1cccc(C(=O)C2CCCN(C(=O)c3ccccn3)C2)c1 (stereo not given) | -4% | 3 | 2% | i | i | -2 | -2.6 | 0%
CCc1nc(NCCN)c(C#N)c2c1CSC(C)(C)C2 | 1% | -4 | -5% | i | i | -9 | 0.3 | ?
O=S(=O)(c1ccc(F)cc1)c1nc(-c2ccco2)oc1NCCCn1ccnc1 | -20% | 1 | 9% | i | i | 24 | 0.6 | .
Cc1cc2c(c(=O)n1C)C(Cc1ccccc1)C(C#N)=C(N)O2 (stereo not given) | 6% | -3 | 3% | -12% | i | -22 | -1.3 | -2%
C/C(CC(=O)Nc1ccccc1C)=N\NC(=O)Cc1csc(N)n1 | 4% | 5 | 6% | i | i | 17 | -2.2 | -1%
OC[C@@H]1CN(Cc2cccc(C(F)(F)F)c2)C[C@H](n2cnc3c(NC4CC4)ncnc32)O1 | 0% | 5 | -1% | -4% | i | 4 | -0.3 | .
CC(OC(=O)c1ccc(Br)o1)C(=O)NCC1CCCCC1 (stereo not given) | -2% | 4 | 15% | -26% | i | 67 | -2.2 | 1%
COc1cc(OC)c(OC)cc1CN(C)CC1CCCN(CCc2ccccc2F)C1 (stereo not given) | 2% | -3 | 5% | 4% | i | -51* | -0.5 | 1%
Cc1ccc2c(c1)/C(=C/c1ccc(F)cc1)C(=O)N2 | -14% | -6 | 4% | -22% | i | -21 | -0.4 | 0%
C1=C(CCNc2ncnc3nc[nH]c23)CCCC1 | -5% | 14 | 5% | -49%[inhibitor] | i | 6 | 0.9 | 0%
COc1ccc(OCC(O)CNC(=O)Nc2cc(F)ccc2C)cc1 (stereo not given) | -7% | -20 | 6% | i | i | -7 | 1.4 | 1%
CCC(CC)c1nnc(NC(=O)c2ccc3ccccc3n2)s1 | -3% | -3 | 2% | -14% | i | -15 | -0.8 | 0%
C=CCSc1nc2ccsc2c(=O)n1-c1cccnc1 | -25% | 0 | 8% | i | i | 0 | -4.4 | 2%
COc1ccc(CCC(=O)OCC(=O)NCc2ccc(OC)c(OC)c2)cc1OC | -6% | 3 | 1% | i | i | ? | -2.6 | 1%
CCN(CC(=O)NCc1ccc(F)cc1)C(=O)/C=C/c1cccs1 | -7% | 1 | 8% | i | i | -13 | -2.0 | -1%
CC(C)COc1ccc(CNC(=S)NCc2ccccc2)cc1 | -22% | -8 | ? | i | i | -16 | 0.4 | -4%
Cc1ccc2c(c1)N(C(=O)CCC(=O)NCCN1CCOCC1)CC(C)O2 (stereo not given) | 9% | 3 | -1% | -15% | i | 0 | -0.8 | 2%
CC(C)(C)N1CC23CCC(C[C@@H]2C1=O)O3 (stereo not given in full) | 19% | -1 | 0% | -14% | i | 0 | -1.0 | 1%
CSc1nnc(CCNS(=O)(=O)c2ccccc2Br)n1C | -5% | 4 | 8% | -1% | i | 3 | -3.0 | 0%
COc1ccc([N+](=O)[O-])cc1NC(=O)COC(C)=O | 3% | -6 | -3% | -20% | i | -1 | 0.6 | 2%
COc1cc(C(=O)NCC2(c3ccccc3)CCCC2)cc(OC)c1OC | 0% | -6 | 1% | -22% | i | -7 | 0.5 | -4%
SMILES | EPAC2 antagonist | D3 ag | EPAC2 ag | PTHR1 agonist | Akt phos inh | D3 antag | CCT modulator | MmCpn inh
c1ccc(-c2nc(NCc3cccnc3)c3ccccc3n2)cc1 | -18% | 1 | 4% | i | i | 23 | -1.3 | 0%
c1ccc(-c2nc(N3CCCCCC3)nc(-n3ccnc3)n2)cc1 | -13% | -1 | -8% | -9% | i | -12 | 0.8 | -1%
O=C1CCCCC1S(=O)(=O)c1ccccc1 (stereo not given) | 2% | -3 | -2% | i | i | -18 | -1.9 | -2%
Cc1cc2oc(=O)cc(CN3CCOCC3)c2cc1Cl | -2% | 2 | -3% | i | i | 4 | 3.1 | 0%
O=C1CN(S(=O)(=O)c2cc(Cl)ccc2Cl)CCN1 | -16% | 2 | 16% | -6% | i | -11 | -6.7 | -3%
COc1ccc(CNC(=O)c2ccc(CS(=O)(=O)c3ccc(C)cc3)o2)cc1 | 0% | 3 | 8% | -17% | i | 12 | -0.5 | -2%
COc1cc(/C=N/Nc2nc(C)cc(=O)[nH]2)ccc1O | 5% | 2 | 0% | -10% | i | -3 | 0.7 | 1%
COc1ccc(NC(=O)c2ccc(S(=O)(=O)N3CC(C)CC(C)C3)cc2)cc1S(N)(=O)=O (stereo not given) | 3% | 1 | -10% | -2% | i | 3 | 0.3 | -3%
CCc1ccccc1NC(=O)NC(C)c1ccc2c(c1)OCO2 (stereo not given) | 3% | -5 | -2% | -19% | i | 1 | 1.0 | 1%

Filtered by structure: the compounds so far containing a cyano group
SMILES | EPAC2 antagonist | D3 ag | EPAC2 ag | PTHR1 agonist | Akt phos inh | D3 antag | CCT modulator | MmCpn inh
CN(CC(=O)Nc1sccc1C#N)S(=O)(=O)c1ccc(F)cc1 | -3% | 0 | 13% | -12% | i | -2 | -2.9 | 4%
CCc1nc(NCCN)c(C#N)c2c1CSC(C)(C)C2 | 1% | -4 | -5% | i | i | -9 | 0.3 | ?
Cc1cc2c(c(=O)n1C)C(Cc1ccccc1)C(C#N)=C(N)O2 (stereo not given) | 6% | -3 | 3% | -12% | i | -22 | -1.3 | -2%
